RAD54 inh: blocks human RAD54 Holliday junction branch migration | Q92698 | FAM/BHQ fluorescence | inhibition, % at 10.4 µM | hit rate 0.14% among 360,000;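 active = mean normalized replicate activity at least 40 and at least half of replicates scoring 40 or more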;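 note: 0% = median of neutral control wells and 100% = median of positive control wells; inhibitors cause a drop in the FAM fluorescence signal; in these data hits start at about 50%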
esBAF inh: inhibitors of esBAF chromatin remodeling in mouse ES cells; Bmi1-luciferase knock-in reporter, 24 h; 100% = twice the neutral-well signal; reporter increase, % at 12.5 µM; hit rate 2% among 350,000; in the data active = activation above about 40%;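 note: 0% = median of the plate's neutral control wells and 100% = double that signal; a rise in the Bmi1 reporter signal indicates esBAF inhibition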
RAD52 inh: blocks human RAD52 DNA annealing | AID 651710 | hit rate 0.46% among 360,000 | P43351 | inhibition, % at 18.7 µM | recombinant RAD52 DNA annealing, FRET fluorescence;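 active = every replicate showing at least 50% inhibition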
Target sequence (P43351 whole entry, looked up): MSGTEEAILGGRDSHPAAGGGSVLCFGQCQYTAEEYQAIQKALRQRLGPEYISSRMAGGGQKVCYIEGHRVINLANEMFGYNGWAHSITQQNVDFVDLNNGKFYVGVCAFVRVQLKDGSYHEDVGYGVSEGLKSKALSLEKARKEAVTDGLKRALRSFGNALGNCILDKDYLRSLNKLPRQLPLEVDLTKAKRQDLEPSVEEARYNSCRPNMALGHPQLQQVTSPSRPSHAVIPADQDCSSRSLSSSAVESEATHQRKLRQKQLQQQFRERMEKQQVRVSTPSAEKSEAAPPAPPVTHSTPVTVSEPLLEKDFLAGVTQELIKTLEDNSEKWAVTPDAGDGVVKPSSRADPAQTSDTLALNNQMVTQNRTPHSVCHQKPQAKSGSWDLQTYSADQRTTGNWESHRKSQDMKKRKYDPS
XiGFP reactiv: X-chromosome reactivation activator; XiGFP mouse fibroblasts, % GFP-positive cells imaging, 3 d; cells co-treated with 5-aza-dC sensitizer; scaled so ellipticine positive control = 100%; activation, % at 7.58 µM; hit rate 0.055% among 360,000; AID 743238;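 active = mean normalized replicate activation at least 10% and every replicate at or above 10%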;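 note: 0% = median of on-plate neutral control wells and 100% = ellipticine 6 µM median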
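Material: XiGFP fibroblasts, SV40-immortalized. Buffer or medium: DMEM plus 5-aza-dC sensitizer. Compound: single concentration per compound, delivered by pin transfer. Times: 3 days compound exposure. Controls: ellipticine 6 µM.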
E-selectin induc: induces E-selectin expression in human endothelial cells. P16581. HUVEC E-selectin immunofluorescence imaging; normalized: neutral wells 0, TNF-alpha wells 100. activation, % at 7.58 µM. hit rate 0.37% among 260,000. AID 686992;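 active = mean E-selectin-positive cell signal at least 10% of the positive control, reached in at least 60% of replicates, without over 20% cell loss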;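 note: in these data hits start at about 27%; measured in HUVEC primary endothelial cells; signal is the percent of cells scored E-selectin positive by PE staining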
Target sequence (P16581 whole entry, looked up): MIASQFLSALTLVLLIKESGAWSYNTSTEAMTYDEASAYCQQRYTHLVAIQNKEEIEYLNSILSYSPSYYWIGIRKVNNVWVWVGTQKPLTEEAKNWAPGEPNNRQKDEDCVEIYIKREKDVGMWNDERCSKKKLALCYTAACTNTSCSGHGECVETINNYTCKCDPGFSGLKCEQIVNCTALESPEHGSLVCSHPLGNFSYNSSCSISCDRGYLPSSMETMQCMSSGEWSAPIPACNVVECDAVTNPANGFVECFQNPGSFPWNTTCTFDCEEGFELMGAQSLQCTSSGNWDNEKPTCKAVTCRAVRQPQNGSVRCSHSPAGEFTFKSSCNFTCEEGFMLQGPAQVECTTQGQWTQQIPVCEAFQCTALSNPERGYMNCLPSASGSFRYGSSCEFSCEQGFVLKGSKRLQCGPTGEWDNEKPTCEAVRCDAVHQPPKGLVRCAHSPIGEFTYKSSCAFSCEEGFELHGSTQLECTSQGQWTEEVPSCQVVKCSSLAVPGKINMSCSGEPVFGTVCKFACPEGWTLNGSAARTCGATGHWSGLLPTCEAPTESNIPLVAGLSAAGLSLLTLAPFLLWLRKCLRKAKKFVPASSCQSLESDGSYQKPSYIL
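material = human umbilical vein endothelial cells (HUVEC), E-selectin induction | quantity = 3,000 cells/well | medium = EGM-2 growth medium on 0.1% gelatin-coated wells | technique = immunofluorescence imaging | read-out basis = % PE-positive cells | control set = TNF-alpha positive control, DMSO neutral control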
S100A4 MyoIIA: inhibitors of human S100A4 binding to myosin IIA peptide | P26447 | S100A4/TAMRA-MyoIIA peptide fluorescence polarization | inhibition, % at 10.7 µM | hit rate 0.14% among 360,000 | AID 652163;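 active = mean inhibition of at least 70% across replicates, with every replicate also reaching that level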
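Compound dosing: one dose per compound; test system: human S100A4 monomer with TAMRA-labelled myosin IIA peptide; probe or stimulus: TAMRA-labelled myosin IIA heavy-chain peptide probe, 5 nM; medium: HEPES buffer with Ca2+, pH 7.2; schedule: 5 min incubation before reading; benchmarks: neutral control DMSO, positive control TFP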
EWS-Fli block: blocks EWS/Fli oncoprotein-driven transcription; hit rate 0.67% among 350,000; inhibition, % at 12.6 µM; A673 NR0B1-luciferase reporter, viability-normalised;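 active = mean inhibition of at least 50% after viability correction, with every replicate also passing that limit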;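 note: firefly luciferase signal divided by Alamar Blue viability fluorescence both relative to DMSO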
FN deposit inh: fibronectin deposition inhibition. AID 743247. hit rate 0.086% among 350,000. AH1F fibroblasts, Alexa488-fibronectin deposition fluorescence, overnight. inhibition, % at 12.6 µM;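 active = mean inhibition across replicates of 30% or more, regardless of how many single replicates reach that level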;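 note: positive control wells lacked labelled fibronectin entirely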
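Assay system: AH1F fibroblasts assembling fluorescent fibronectin matrix; Amount: 10000 AH1F cells per well; Buffer or medium: DMEM, 2% serum; Probe or stimulus: Alexa488-fibronectin, 24 nM final in well; Doses: single compound dose, delivered by pin transfer; Incubation: 1 h adhesion, overnight exposure; Measured by: fluorescence 485/525 nm; Read-out: fibronectin deposition inhibition.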
The depositor's hits bear a star.

What do the screens show for `O=C(c1ccc(F)cc1)N1CC(=O)N2[C@@H](CO)[C@H](c3ccc(C#CC4CCCCC4)cc3)[C@@H]2C1`?
RAD52 inh: -10.8; XiGFP reactiv: 0.1; E-selectin induc: -0.5; S100A4 MyoIIA: 0.2; EWS-Fli block: -4.3

What do the screens show for `CCN(CC(=O)Nc1ccc(NC(C)=O)cc1)C(=O)C1CCN(C(=O)c2ccccc2C)CC1`?
RAD54 inh: 1.4; esBAF inh: 0.3; RAD52 inh: -5.9; XiGFP reactiv: 0.0; E-selectin induc: 2.2; S100A4 MyoIIA: -11.1; EWS-Fli block: -2.3; FN deposit inh: -1.8

What do the screens show for `O=C(CNC(=O)c1ccc(Br)o1)Nc1cccc(S(=O)(=O)N2CCCC2)c1`?
esBAF inh: 1.5; RAD52 inh: -14.3; XiGFP reactiv: 0.0; E-selectin induc: -2.2; S100A4 MyoIIA: 3.5; EWS-Fli block: 17.6; FN deposit inh: 3.4

What do the screens show for `COC(=O)CNC(=O)C1CCN(S(=O)(=O)c2cccc3nsnc23)CC1`?
RAD54 inh: -5.1; esBAF inh: 5.4; RAD52 inh: -7.5; XiGFP reactiv: 0.1; E-selectin induc: -0.2; S100A4 MyoIIA: -1.8; EWS-Fli block: 0.9; FN deposit inh: 7.1

Results for COc1cccc(CN(C)C(=O)CC23CC4CC(CC(C4)C2)C3)c1OC ?
RAD54 inh: -8.6; esBAF inh: 1.3; RAD52 inh: -13.8; XiGFP reactiv: 0.0; E-selectin induc: -0.2; S100A4 MyoIIA: -1.9; EWS-Fli block: 23.2; FN deposit inh: -4.6

Results for Cc1noc(C)c1NC(=O)Nc1ccc2c(c1)C(=O)N([C@@H](C)CO)C[C@@H](C)[C@@H](CN(C)S(=O)(=O)c1ccccc1)O2 ?
esBAF inh: -4.1; XiGFP reactiv: -0.3; E-selectin induc: 0.2; EWS-Fli block: -15.5

Results for CC(C)NC(=O)c1ccc2c(=O)n(CC3CCCO3)c(=S)[nH]c2c1 (stereo not given) ?
esBAF inh: -2.7; RAD52 inh: -14.8; XiGFP reactiv: 0.2; E-selectin induc: 12.0; S100A4 MyoIIA: 2.5; EWS-Fli block: 6.6; FN deposit inh: -5.0

How did C[C@@H]1CN([C@@H](C)CO)C(=O)c2cc(C#CC3(O)CCCC3)cnc2O[C@H]1CN(C)C(=O)Cc1ccncc1 do in these assays?
RAD54 inh: 2.8; esBAF inh: 8.0; RAD52 inh: -21.6; XiGFP reactiv: -0.8; E-selectin induc: 0.0; S100A4 MyoIIA: -30.1; EWS-Fli block: -1.8

Results for Cc1[nH]n(-c2ccccc2)c(=O)c1C=NC1CCCCCC1 ?
RAD52 inh: -2.9; XiGFP reactiv: 0.0; E-selectin induc: 4.3; S100A4 MyoIIA: -0.6; EWS-Fli block: -18.8; FN deposit inh: -7.4

How did CN1C(=O)c2cc(NS(=O)(=O)c3cccc(F)c3)ccc2OC[C@H]2O[C@@H](CC(=O)NCCN3CCCCC3)CC[C@H]21 do in these assays?
RAD54 inh: 4.8; esBAF inh: 2.8; RAD52 inh: 15.5; XiGFP reactiv: 0.1; E-selectin induc: 0.0; S100A4 MyoIIA: -1.4; EWS-Fli block: -3.9; FN deposit inh: 4.5

How did COc1ccc(CNC(=O)c2cn(Cc3ccccc3OC)c(=O)s2)cc1 do in these assays?
RAD54 inh: -2.0; esBAF inh: -10.6; RAD52 inh: -14.7; XiGFP reactiv: -0.2; S100A4 MyoIIA: -1.9; EWS-Fli block: -5.6; FN deposit inh: -2.5

Results for CCn1c(=O)c([N+](=O)[O-])c(N2CCN(Cc3ccc4c(c3)OCO4)CC2)c2ccccc21 ?
RAD52 inh: -16.0; XiGFP reactiv: 0.1; E-selectin induc: 3.6; S100A4 MyoIIA: -2.2; EWS-Fli block: 17.6; FN deposit inh: -7.6

What do the screens show for `CCOC(=O)C1CCN(CCC(=O)Nc2ccc(C)cc2)CC1`?
RAD54 inh: 13.6; esBAF inh: -4.3; RAD52 inh: -19.0; XiGFP reactiv: 0.0; S100A4 MyoIIA: -14.7; EWS-Fli block: -1.0; FN deposit inh: -1.4

What do the screens show for `O=C(NCCc1ccccc1)C1CCN(c2ncccn2)CC1`?
RAD52 inh: -5.2; XiGFP reactiv: 0.1; S100A4 MyoIIA: -3.4; EWS-Fli block: -13.3; FN deposit inh: -8.2

What do the screens show for `O=C(Nc1ccccc1F)N1C[C@@H]2[C@H](c3ccccc31)[C@@H](CO)N2C(=O)C1CCOCC1`?
RAD54 inh: -2.5; esBAF inh: 14.8; RAD52 inh: -9.4; XiGFP reactiv: 0.0; E-selectin induc: 0.1; S100A4 MyoIIA: 37.0; EWS-Fli block: -15.1; FN deposit inh: 5.8

What do the screens show for `Cc1ccc(S(=O)(=O)Nc2ccc3c(c2)C(=O)N([C@H](C)CO)C[C@@H](C)[C@H](CN(C)S(=O)(=O)c2ccc(C)cc2)OCCCC[C@@H](C)O3)cc1`?
RAD54 inh: -2.0; esBAF inh: 5.0; RAD52 inh: -29.2; XiGFP reactiv: 0.2; E-selectin induc: 0.3; S100A4 MyoIIA: -7.0; EWS-Fli block: 17.4; FN deposit inh: 4.1

What do the screens show for `O=C(NCC(c1cccs1)N1CCOCC1)c1cc(S(=O)(=O)N2CCOCC2)c(Cl)cc1Cl` (stereo not given)?
RAD52 inh: -5.4; XiGFP reactiv: 0.1; E-selectin induc: 0.0; S100A4 MyoIIA: -3.8; EWS-Fli block: 0.5; FN deposit inh: 4.1

How did CC1CC(C)CN(C(=O)C(C)N(C)CC(=O)Nc2ccc(F)cc2)C1 (stereo not given) do in these assays?
RAD54 inh: -4.6; esBAF inh: 1.0; RAD52 inh: -18.0; XiGFP reactiv: 0.0; S100A4 MyoIIA: -1.5; EWS-Fli block: 2.9; FN deposit inh: -7.4

How did Cc1cc(C)c(O)c(C2(O)C(=O)c3ccccc3C2=O)c1 do in these assays?
RAD52 inh: -8.8; XiGFP reactiv: 0.1; E-selectin induc: 0.0; S100A4 MyoIIA: 4.6; EWS-Fli block: -3.8; FN deposit inh: -15.2

How did CN(C)CC(=O)N[C@@H]1CC[C@@H](CCNC(=O)C2CCCCC2)O[C@H]1CO do in these assays?
RAD54 inh: 0.0; esBAF inh: 1.6; RAD52 inh: -8.6; XiGFP reactiv: -1.2; E-selectin induc: 0.0; S100A4 MyoIIA: 16.7; EWS-Fli block: -6.1; FN deposit inh: -13.2

A section taken from the entries so far, for reference:
What do the screens show for `O=C(c1ccc(F)cc1)N1CC(=O)N2[C@@H](CO)[C@H](c3ccc(C#CC4CCCCC4)cc3)[C@@H]2C1`?
RAD52 inh: -10.8; XiGFP reactiv: 0.1; E-selectin induc: -0.5; S100A4 MyoIIA: 0.2; EWS-Fli block: -4.3

What do the screens show for `CCN(CC(=O)Nc1ccc(NC(C)=O)cc1)C(=O)C1CCN(C(=O)c2ccccc2C)CC1`?
RAD54 inh: 1.4; esBAF inh: 0.3; RAD52 inh: -5.9; XiGFP reactiv: 0.0; E-selectin induc: 2.2; S100A4 MyoIIA: -11.1; EWS-Fli block: -2.3; FN deposit inh: -1.8

Following part:
Results for CCS(=O)(=O)NCC[C@@H]1CC[C@H](NC(=O)Nc2cc(Cl)cc(Cl)c2)[C@@H](CO)O1 ?
RAD54 inh: -5.6; esBAF inh: -1.3; RAD52 inh: -8.2; XiGFP reactiv: 0.2; E-selectin induc: -0.3; S100A4 MyoIIA: 4.1; EWS-Fli block: -7.3; FN deposit inh: 2.2

Results for O=C(c1noc2c1CCCCC2)N1CCN(C(c2ccccc2)c2ccccc2)CC1 ?
RAD52 inh: -3.0; XiGFP reactiv: 0.0; E-selectin induc: 1.1; S100A4 MyoIIA: -1.4; EWS-Fli block: 7.7; FN deposit inh: 1.8

How did COc1cccc(C(=O)CSc2nccn2C)c1 do in these assays?
RAD54 inh: -10.0; esBAF inh: 44.4*; RAD52 inh: -21.3; XiGFP reactiv: 0.0; E-selectin induc: 0.3; S100A4 MyoIIA: 5.4; EWS-Fli block: -74.3; FN deposit inh: -4.1

What do the screens show for `Cc1nc(-c2nnc(SCC(=O)Nc3cc(Cl)cc(Cl)c3)n2C)cs1`?
RAD54 inh: -1.4; RAD52 inh: -11.4; XiGFP reactiv: 0.2; E-selectin induc: 0.0; S100A4 MyoIIA: -3.2; EWS-Fli block: 0.8; FN deposit inh: 4.8

Results for CCC(=O)N1[C@H](CN(C)C(C)=O)[C@H](c2ccc(-c3ccc(F)cc3)cc2)[C@@H]1CO ?
RAD54 inh: -5.9; esBAF inh: -2.2; XiGFP reactiv: 0.1; E-selectin induc: -0.6; EWS-Fli block: -7.4

What do the screens show for `CC(C)CC#Cc1ccc2c(c1)O[C@H](CN(C)Cc1ccc(C(=O)O)cc1)[C@@H](C)CN([C@H](C)CO)S2(=O)=O`?
RAD54 inh: 4.5; esBAF inh: 6.3; RAD52 inh: -6.2; S100A4 MyoIIA: -3.8; EWS-Fli block: 2.3

Results for C#CC(CC)(CC)NC(=O)c1ccc(Br)s1 ?
RAD54 inh: 1.1; esBAF inh: -1.1; RAD52 inh: -5.3; XiGFP reactiv: 0.4; E-selectin induc: 0.0; S100A4 MyoIIA: 0.0; EWS-Fli block: 9.8; FN deposit inh: 3.5

What do the screens show for `CCC(=O)N1CC(=O)N2[C@@H](CO)[C@@H](c3ccc(C#CC4CCCCC4)cc3)[C@@H]2C1`?
RAD52 inh: 0.9; XiGFP reactiv: 0.3; E-selectin induc: -0.6; S100A4 MyoIIA: 2.7; EWS-Fli block: 9.2

Results for C/C(Nc1cccc(F)c1)=C(/C#N)C(N)=O ?
RAD54 inh: 2.5; esBAF inh: 6.6; RAD52 inh: 1.1; S100A4 MyoIIA: -1.1; EWS-Fli block: 7.9

How did COc1ccc2cc(-c3[nH]ncc3CN3C[C@@H]4CCC[C@H]3C4)ccc2c1 do in these assays?
RAD52 inh: -15.0; XiGFP reactiv: 0.0; S100A4 MyoIIA: 2.0; EWS-Fli block: -8.5; FN deposit inh: -1.8

Results for CC(Sc1nc(NC(C)(C)C)nc(N(C)C)n1)C(=O)Nc1ccccc1 (stereo not given) ?
RAD54 inh: -0.4; esBAF inh: -0.3; RAD52 inh: -9.1; XiGFP reactiv: 0.0; E-selectin induc: -0.6; S100A4 MyoIIA: -7.7; EWS-Fli block: 0.0; FN deposit inh: 12.6

How did O=CC(O)C1OC(=O)C(O)C1O (stereo not given) do in these assays?
RAD54 inh: -2.3; esBAF inh: -0.7; RAD52 inh: -11.7; S100A4 MyoIIA: -9.2; EWS-Fli block: -3.6

How did CCN(C(=O)COC(=O)CNC(=O)C1CCCCC1)c1ccccc1 do in these assays?
RAD54 inh: 6.3; esBAF inh: 3.0; RAD52 inh: 2.2; XiGFP reactiv: -0.1; E-selectin induc: 0.0; S100A4 MyoIIA: -4.2; EWS-Fli block: -1.5

What do the screens show for `C[C@H](CO)N1C[C@H](C)[C@H](CN(C)S(=O)(=O)c2ccc(F)cc2)Oc2ncc(-c3cccc(F)c3)cc2C1=O`?
RAD54 inh: -5.8; esBAF inh: 0.1; RAD52 inh: 7.0; XiGFP reactiv: -1.3; E-selectin induc: 0.4; S100A4 MyoIIA: 6.3; EWS-Fli block: 1.1; FN deposit inh: 3.6

Bioassay records (PubChem BioAssay)
